MITF TRPM1 inh: inhibitors of MITF-dependent TRPM1 promoter reporter, primary screen, cell-based, SK-MEL-5, single point, luciferase; SK-MEL-5 TRPM1 promoter luciferase, 24 h; inhibition, % at 12.5 µM; 0.83% of 330,000 active;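 active = mean inhibition across replicates of 60% or more, whatever share of single replicates reaches that level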; note: values of inactives mirror those of a sister screen read the other way
KKLEB tox: cytotoxicity in KKLEB CF airway cells, primary screen, cytotoxicity control for CF NF-kB inhibitor project, cell-based, uHTS, fluorescence assay plates; KKLEB CF airway cells viability, ATPlite luminescence, overnight; active compounds read low; cells stimulated with P. aeruginosa culture filtrate; activity change (cytotoxicity), % at 5 µM; 0.36% of 360,000 active; AID 602141, 2011;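 active = corrected activity change at or below -50% at 5 µM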
Vif imaging: HIV Vif self-association inhibitors, primary screen, imaging, HEK293T, single point | HEK293T cells, Vif self-association by quenched fluorescence, 24 h | inhibition, % at 7.49 µM | 0.35% of 340,000 active | AID 602346, 2012; in the data active = inhibition above about 50%, passing the limit was not always enough; note: some results filed as inactive read as strong as hits
CF NFkB inh: inhibitors of PAF-induced NF-kB signaling, primary screen, cell-based, GFP fluorescence, uHTS | AID 588850, 2011 | inhibition, % at 5 µM | KKLEB NF-kB-GFP reporter, GFP fluorescence overnight | 0.86% of 360,000 active;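 active = at least 50% inhibition at 5 µM, scaled per plate between neutral and stimulator controls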;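 note: PAF is a Pseudomonas aeruginosa culture filtrate used as stimulus; plate controls were PAF-stimulated DMSO wells for no effect and unstimulated DMSO wells for full effect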
PDI turbidity: inhibitors of human PDI, primary screen, biochemical, turbidity, single point, plate reader; Protein disulfide-isomerase (Homo sapiens), P07237; PDI insulin aggregation turbidity, A650, 90 min; inhibition, % at 10 µM; 0.052% of 350,000 active; AID 588391, 2011;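 active = mean inhibition across replicates of 30% or more, whatever share of single replicates reach that level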;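 note: absorbance from insulin aggregation driven by PDI reduction with DTT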
Target sequence (P07237 whole entry, looked up): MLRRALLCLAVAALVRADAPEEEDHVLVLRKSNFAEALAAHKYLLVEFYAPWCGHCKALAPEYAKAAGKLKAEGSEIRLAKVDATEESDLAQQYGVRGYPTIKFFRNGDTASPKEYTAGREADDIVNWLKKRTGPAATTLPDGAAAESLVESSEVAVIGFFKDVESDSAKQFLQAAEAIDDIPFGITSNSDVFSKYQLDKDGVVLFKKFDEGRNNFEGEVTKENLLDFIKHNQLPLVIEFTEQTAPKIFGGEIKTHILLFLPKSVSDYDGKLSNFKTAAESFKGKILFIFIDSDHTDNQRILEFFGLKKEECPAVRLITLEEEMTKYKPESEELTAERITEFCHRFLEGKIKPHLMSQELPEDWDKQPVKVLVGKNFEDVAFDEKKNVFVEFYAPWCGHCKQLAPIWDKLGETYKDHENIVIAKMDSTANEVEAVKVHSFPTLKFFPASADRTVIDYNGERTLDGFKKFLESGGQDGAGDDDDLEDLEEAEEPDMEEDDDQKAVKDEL
NR2E3 ag-1: inhibitors of NR2E3-RetCOR corepressor binding, primary screen, NR2E3 agonist project, biochemical, TR-FRET, GST-NR2E3, biotin-RetCOR; Photoreceptor-specific nuclear receptor (Homo sapiens), Q9Y5X4; 1536-well; inhibition of corepressor binding, % at 4.78 µM; 0.12% of 320,000 active; AID 2300, 2010;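 active = percent inhibition above the cutoff of mean plus 3 SD of all tested compounds, set per screening campaign, cut at about 20% in these data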;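 note: 0% = DMSO wells and 100% = biotin wells as full block of FRET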
Target sequence (Q9Y5X4 whole entry, looked up): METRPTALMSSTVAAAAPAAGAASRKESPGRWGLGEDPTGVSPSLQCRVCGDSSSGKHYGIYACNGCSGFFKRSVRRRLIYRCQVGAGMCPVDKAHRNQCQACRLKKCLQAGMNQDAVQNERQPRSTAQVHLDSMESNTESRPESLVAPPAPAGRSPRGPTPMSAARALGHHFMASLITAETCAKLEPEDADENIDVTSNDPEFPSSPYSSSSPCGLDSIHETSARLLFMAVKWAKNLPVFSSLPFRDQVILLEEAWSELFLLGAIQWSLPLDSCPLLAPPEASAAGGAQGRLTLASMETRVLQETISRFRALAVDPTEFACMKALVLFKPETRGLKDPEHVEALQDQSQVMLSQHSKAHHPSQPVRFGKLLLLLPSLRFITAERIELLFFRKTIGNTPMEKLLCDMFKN
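System: GST-tagged NR2E3 plus biotinylated RetCOR corepressor; Amount: 1.35 nM GST-tagged NR2E3 final; Dosing: single nominal compound dose of 4.8 µM; Schedule: 5 h incubation at 4 °C; Technique: TR-FRET with europium anti-GST and streptavidin-D2, 340 nm excitation; Controls: biotin wells as high control, 0.6% DMSO wells as low control.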
Shn3 inh set2: reduction of Shn3 3'UTR firefly luciferase signal, primary screen, Schnurri-3 inhibitor project, cell-based, Clone20 osteoblasts, set 2 | inhibition, % at 12.5 µM | 0.52% of 360,000 active | Clone20 osteoblast Shn3 3'UTR firefly luciferase, 24 h;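 active = mean inhibition of at least 75% with every replicate also reaching 75%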;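 note: 0% = median of neutral control wells and 100% = pilot-screen positive control compound; some compounds past the cut are filed as inactive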
NR2E3 ag-2: NR2E3 agonists in two-hybrid cells, primary screen, cell-based, luminescence, CHO-S, Gal4-NCOR/VP16-NR2E3; Photoreceptor-specific nuclear receptor (Homo sapiens), Q9Y5X4; luciferase; inhibition of corepressor binding, % at 3.98 µM; 0.35% of 360,000 active; AID 602229, 2012;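 active = inhibition above the mean of all tested compounds plus 3 SD, cut at about 70% in these data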;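 note: 0% = DMSO with NR2E3 transfected cells and 100% = cells lacking NR2E3 construct; higher means lower luciferase signal from less NR2E3 corepressor binding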
HIF-2a block: HIF-2a reporter inhibitors, primary screen, luminescence, 786-0 RCC cells. inhibition, % at 18.8 µM. 786-0 RCC cells HIF-2a reporter, luciferase luminescence, overnight. 0.72% of 360,000 active. AID 624352, 2012;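 active = inhibition of the luminescence signal of 40% or more relative to plate controls, in a single-dose primary screen at 18.75 µM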
CaV13 ICDI inh: Disruptors of the CACNA1D IQ motif to Ca2+-dependent inactivation inhibitor domain association, primary screening, Förster resonance energy transfer in intact living …. HEK cells, CFP/YFP FRET ICDI-IQ, plate reader, 10 min; percent FRET-ratio fall versus neutral wells. inhibition, % at 12.3 µM. 0.098% of 340,000 active;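 active = mean replicate inhibition of at least 30% and at least 1% of replicates passing that level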;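 note: 0% = median of the neutral control wells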
Peg3 prom inh: Peg3 promoter-driven luciferase inhibitors, primary screen, cell-based, HeLa, luciferase luminescence; AID 588405, 2011; HeLa PEG-Prom luciferase reporter, overnight; inhibition, % at 20 µM; 1.7% of 360,000 active;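 active = inhibition of at least 50% at 20 µM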
* hit, by the source's call; . = no result given.

The first 9 records (preview)
Every second line gives: MITF TRPM1 inh | KKLEB tox | Vif imaging | CF NFkB inh | PDI turbidity | NR2E3 ag-1 | Shn3 inh set2 | NR2E3 ag-2 | HIF-2a block | CaV13 ICDI inh | Peg3 prom inh
- COCCCn1[nH]c2c3c(ccc2c1=O)C(=O)c1ccccc1C3=O
  61* | 1 | 0 | -3 | -1 | -14 | -20 | -37 | -82 | . | -39
- CC(C)(C)CC(=O)NC(=S)NCc1ccco1
  8 | 7 | -6 | -10 | 6 | -1 | 5 | -15 | 4 | 2 | 21
- c1cncc(-c2noc(-c3cccc4ccccc34)n2)c1
  -47 | -14 | -15 | -7 | -2 | -1 | -51 | -106 | -198 | -8 | -201
- O=C(NC1CCC(O)CC1)c1ccccc1OCc1ccc(F)cc1 (stereo not drawn)
  -14 | -16 | -5 | 22 | -13 | 1 | 6 | -21 | 3 | -2 | 6
- O=C(N=C1SC2CS(=O)(=O)CC2N1Cc1ccccc1)c1ccccc1 (stereo not drawn)
  . | -6 | 26 | 28 | -9 | . | -21 | 10 | 12 | -15 | 14
- COc1ccc(-c2cc(-c3c(O)c(OC)c4occc4c3OC)[nH]n2)cc1
  -35 | 2 | -2 | -3 | -4 | -2 | -6 | -25 | -145 | -6 | -98
- Cn1nc(C(=O)Nc2ccccc2Cl)cc1C(=O)Nc1ccccc1Cl
  -14 | -5 | -4 | -16 | -3 | -2 | 11 | -23 | -15 | -19 | 12
- Cc1nc(C(=O)Nc2ccccc2)sc1C1(C)CC(c2cccc([N+](=O)[O-])c2)=NO1 (stereo not drawn)
  -24 | -7 | -12 | -3 | -3 | 1 | -13 | -34 | -120 | -4 | -59
- CCc1nc(C)ccc1OCC(=O)N(CC)CC
  4 | 4 | 0 | 3 | -8 | -3 | 15 | -15 | 5 | . | 14

Main list, previewed entries included:
Every second line gives: MITF TRPM1 inh | KKLEB tox | Vif imaging | CF NFkB inh | PDI turbidity | NR2E3 ag-1 | Shn3 inh set2 | NR2E3 ag-2 | HIF-2a block | CaV13 ICDI inh | Peg3 prom inh
- COCCCn1[nH]c2c3c(ccc2c1=O)C(=O)c1ccccc1C3=O
  61* | 1 | 0 | -3 | -1 | -14 | -20 | -37 | -82 | . | -39
- CC(C)(C)CC(=O)NC(=S)NCc1ccco1
  8 | 7 | -6 | -10 | 6 | -1 | 5 | -15 | 4 | 2 | 21
- c1cncc(-c2noc(-c3cccc4ccccc34)n2)c1
  -47 | -14 | -15 | -7 | -2 | -1 | -51 | -106 | -198 | -8 | -201
- O=C(NC1CCC(O)CC1)c1ccccc1OCc1ccc(F)cc1 (stereo not drawn)
  -14 | -16 | -5 | 22 | -13 | 1 | 6 | -21 | 3 | -2 | 6
- O=C(N=C1SC2CS(=O)(=O)CC2N1Cc1ccccc1)c1ccccc1 (stereo not drawn)
  . | -6 | 26 | 28 | -9 | . | -21 | 10 | 12 | -15 | 14
- COc1ccc(-c2cc(-c3c(O)c(OC)c4occc4c3OC)[nH]n2)cc1
  -35 | 2 | -2 | -3 | -4 | -2 | -6 | -25 | -145 | -6 | -98
- Cn1nc(C(=O)Nc2ccccc2Cl)cc1C(=O)Nc1ccccc1Cl
  -14 | -5 | -4 | -16 | -3 | -2 | 11 | -23 | -15 | -19 | 12
- Cc1nc(C(=O)Nc2ccccc2)sc1C1(C)CC(c2cccc([N+](=O)[O-])c2)=NO1 (stereo not drawn)
  -24 | -7 | -12 | -3 | -3 | 1 | -13 | -34 | -120 | -4 | -59
- CCc1nc(C)ccc1OCC(=O)N(CC)CC
  4 | 4 | 0 | 3 | -8 | -3 | 15 | -15 | 5 | . | 14
- COCCC(=O)Nc1c(-c2ccccc2)c2cc(Br)ccc2[nH]c1=O
  3 | 5 | -2 | 10 | 10 | 4 | 5 | -16 | 12 | -3 | 25
- CCNC(=O)CCn1nc(-c2ccc(C)cc2)c2ccccc2c1=O
  7 | 4 | 8 | -17 | 6 | -3 | 1 | -10 | 14 | -3 | 14
- N#Cc1cc2ccccc2nc1SCc1ccccn1
  32 | 2 | . | -19 | -3 | 2 | -52 | -138 | -272 | -8 | -245
- Oc1cnc2ccccc2c1CN1CCOCC1
  1 | -2 | . | 23 | -1 | 0 | 8 | -10 | 12 | -4 | 8
- O=C(CNc1cccc2ccccc12)N/N=C/c1cccc(Oc2ccccc2)c1
  -44 | -4 | -2 | 8 | -3 | 0 | 11 | -34 | 3 | -6 | 10
- CCN(C(=O)c1cc(Cl)ccc1OC)c1ccccc1C
  4 | 2 | -14 | 6 | 3 | -1 | 12 | -5 | 25 | . | 4
- CCC(C)NC(=O)C1CCN(S(=O)(=O)c2ccc3nc4c(c(C(=O)O)c3c2)CCCCC4)CC1 (stereo not drawn)
  5 | 1 | -12 | -4 | -3 | 1 | -16 | 2 | 14 | -5 | 2
- O=C(CSc1nnc(NC(=O)c2ccco2)s1)NC1CCCC1
  -12 | 0 | 3 | -15 | -16 | 1 | -51 | -2 | 14 | -4 | -2
- Cc1cccnc1NC(=O)C1CCCN1S(=O)(=O)c1ccc(Cl)cc1 (stereo not drawn)
  0 | 0 | -8 | 16 | 8 | 0 | 9 | -5 | 7 | -2 | 12
- COc1ccccc1CNC(=O)COC(=O)Cc1c(Cl)cccc1Cl
  6 | -10 | -4 | 16 | 2 | 4 | -7 | 0 | 14 | -4 | 18
- O=C(Cn1c2c(sc1=O)C1c3ccccc3OCC1CS2)Nc1ccc(Cl)c(Cl)c1 (stereo not drawn)
  -7 | -12 | -2 | 31 | 2 | -1 | 18 | -24 | 24 | -18 | 38
- COc1ccc(C)cc1S(=O)(=O)N1c2ccc(C)cc2C2CN(C)CCC21 (stereo not drawn)
  -11 | 10 | 4 | 14 | -7 | . | -7 | 0 | 14 | -7 | -10
- CCc1ccccc1NC(=O)N1C2CCCC1CC(NC(=O)C(C)(C)C)C2 (stereo not drawn)
  5 | -2 | 0 | 3 | -5 | 3 | 1 | -1 | 16 | -4 | -6
- O=C([C@H]1O[C@@H](n2ccc(=O)[nH]c2=O)[C@H](O)[C@@H]1O)N(CCC1=CCCCC1)CC1CC1
  . | -6 | -5 | -13 | . | . | -11 | 5 | 6 | -4 | 19
- COc1ccccc1OCCCC(=O)Nc1ccc(N2CCOCC2)cc1
  -5 | 20 | 6 | -9 | 1 | 4 | 24 | -29 | 7 | -3 | 4
- COc1cccc(/C=C2/Sc3ccc(C(=O)NCCCN4CCCC4)cc3NC2=O)c1
  55 | -3 | -8 | -12 | -4 | 1 | -9 | -9 | 7 | -2 | 78*
- Cc1ccnc(N2CCC(C(=O)NCc3ccc(F)cc3)CC2)n1
  8 | 2 | -3 | -3 | 10 | 1 | 2 | -9 | 9 | -6 | 22
- Nc1[nH]nc2nc(-c3ccccc3)[nH]c(=O)c12
  -6 | 2 | -4 | -6 | -2 | -1 | -23 | -52 | 0 | -4 | 16
- Cc1cccc(CC(=O)NCC2CCCCC2)c1
  -28 | -5 | 4 | 13 | 0 | 5 | -40 | -47 | -153 | . | -92
- COc1cccc2sc(=NC(=O)CS(=O)(=O)c3ccc(F)cc3)n(C)c12
  -12 | -12 | -11 | 0 | -6 | 3 | 71 | -5 | -98 | -5 | -39
- O=c1oc2ccccc2c(O)c1C=Nc1cccnc1
  13 | -1 | 1 | 25 | -6 | -2 | 16 | 0 | 8 | -3 | 3
- CC(C)c1nc(-c2ccccn2)no1
  -14 | -8 | 3 | 10 | 9 | 2 | -14 | -32 | -26 | -4 | -51
- Cc1ccc(C(=O)NNC(=O)CSc2nnc(C3CC3)n2C)cc1
  9 | 5 | 2 | 1 | -2 | 1 | 13 | -6 | 2 | -7 | 1
- O=C(c1cc(F)ccc1F)C1CCCN(C(=O)CCCN2CCCCC2=O)C1 (stereo not drawn)
  2 | 13 | . | -9 | 5 | 1 | -11 | 6 | 11 | -5 | 0
- CCN(C[C@H]1N[C@@](Cc2ccccc2)(C(=O)OC)[C@H]2C(=O)N(Cc3ccccc3)C(=O)[C@@H]12)C(=O)Nc1ccc(Cl)cc1
  -13 | 0 | -14 | 8 | 0 | . | 3 | -93 | -284 | -8 | -75
- O=C(Cc1ccccc1)c1c[nH]c(C(=O)C(Cl)(Cl)Cl)c1
  26 | 5 | -10 | -29 | 5 | 1 | -13 | -36 | 5 | -7 | 27
- CC(C)(C)c1ccc(C(=O)NNC(=O)Cc2cccc3ccccc23)cc1
  -20 | -14 | -1 | 1 | 10 | -1 | 28 | -11 | -22 | . | 9
- O=[N+]([O-])c1cccc(/C=C/c2ccc3cccc(O)c3n2)c1
  -1 | -21 | -3 | -4 | -1 | -2 | -25 | -53 | -45 | -2 | -240
- O=C(COc1nsnc1N1CCOCC1)N/N=C/c1ccccc1O
  14 | -14 | -7 | 6 | 3 | -1 | 79 | -31 | 19 | -6 | 22
- CCOc1ccc(N(CC(=O)O)S(=O)(=O)c2cccnc2)cc1
  -3 | 19 | -10 | -8 | . | 0 | -17 | -38 | 9 | -5 | 5
- O=C(Cn1cnc2ccccc21)Nc1ccc2c(c1)OCCCO2
  0 | -7 | -16 | 10 | 6 | 1 | 72 | 50 | -85 | -5 | -57
- S=c1nc(-c2ccccc2Cl)n(Cc2cccnc2)c2c1CCCC2
  9 | 3 | -4 | 14 | 2 | 9 | -12 | -4 | 13 | -4 | 17
- CC(C)(C)OC(=O)N(CCc1ccccc1)Cc1ccccc1OCc1ccc(NC(=O)C2CCCC2)cc1
  -13 | -7 | -4 | 19 | 2 | . | 29 | -2 | 0 | -9 | 17
- CC(C)(C)NC(=O)COC(=O)CCC(=O)c1ccc(Cl)cc1
  -1 | 6 | 21 | 18 | 0 | 6 | 11 | -14 | 11 | -7 | 19
